High-throughput results from PubChem BioAssay.
ALOX12 inh = blocks human arachidonate 12S-lipoxygenase; P18054; Potency, µM (doses to about 108 µM), inactives show at the highest dose activity change, negative = inhibition, usual class: inhibitors; purified 12hLO, xylenol orange hydroperoxide absorbance; actives 1.1% (n = 580,000); note: potency is the fitted concentration of half-maximal effect; % is set by controls: 0 for no effect and ±100 for the full control effect
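Purified human 12hLO (150 nM final) in 25 mM Hepes, 0.01% Triton X-100, pH 7.0 was preincubated 15 min at room temperature with compound. Then 40 uM arachidonic acid was added, 30 min. Hydroperoxide was read by Fe-XO absorbance ratio 573/405 nm.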
PI4K2A inh = PI4K2A (human) kinase inhibition | purified PI4K2A, ADP-Glo luminescence, 1 h; hits give low values | actives 0.13% (n = 420,000) | activity change, negative = inhibition, % at 76.9 µM | AID 1346378; in the data active = activity change below about -50%; inconclusive = mostly about -30% to -49%;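 note: -100% = wells without enzyme as full effect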
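PI4K2A activity was measured by ADP-Glo luminescence: enzyme (4 ug/mL stock) and phosphatidylinositol (1.2 mM stock) in Tris pH 7.5/MgCl2/EGTA/Triton X-100 buffer were reacted with ATP (300 microM stock) for one hour at ambient temperature.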
G9a inh = G9a (human) methyltransferase inhibition; Potency, µM (highest dose often 102 µM), without a hit: top-dose activity, negative = inhibition, most hits filed as inhibitors; actives 8.8% (n = 350,000); G9a H3K9 monomethylation, AlphaScreen, 2 h; Q96KQ7; AID 504332; note: potency is the fitted concentration of half-maximal effect; % is set by controls: 0 for no effect and ±100 for the full control effect; nearly all actives have a fitted effect of over 75% in size
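Enzyme 20 nM + cpd, 15 min RT; add b-H3K9 pep 500 nM / SAM 20 uM; 2 h RT; anti-H3K9me1 Ab 0.5 ug/mL + SA donor / anti-rabbit acceptor beads 20 ug/mL each, 10 min; AlphaScreen read.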
GLS inhibitor = inhibitors of human glutaminase (GLS); AID 624170; GLS enzymatic activity, qHTS titration; Potency, µM (titrated, usually from 45.5 µM), for the others: at the highest dose activity change, negative = inhibition, actives largely listed as inhibitors; actives 0.21% (n = 410,000); O94925; note: potency is the fitted concentration of half-maximal effect; % is set by controls: 0 for no effect and ±100 for the full control effect
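hKGA in 45 mM KH2PO4 (pH 8.2), 0.02% Tween-20 with compound, then 1mM L-Glutamine (stock as added) plus glutamate oxidase/HRP/Amplex red coupling mix. Fluorescence read initially and after 30 min at RT; signal change reflects glutamate formation.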
JMJD2A Tudor = JMJD2A Tudor domain (human) inhibition | O75164 | AlphaScreen JMJD2A-Tudor / H3K4me3 peptide binding | AID 504339 | actives 4.4% (n = 390,000) | Potency, µM (titrated, usually from 114 µM), without a hit: at the top dose activity change, negative = inhibition, usual class: inhibitors; note: potency is the fitted concentration of half-maximal effect; % is set by controls: 0 for no effect and ±100 for the full control effect; nearly all actives have a fitted effect of over 50% in size
BAZ2B block = BAZ2B (human) inhibition; AlphaScreen BAZ2B-H3K14Ac peptide displacement; Q9UIF8; actives 4.4% (n = 360,000); AID 504333; Potency, µM (titrated, usually from 114 µM), inactives show top-dose activity change, negative = inhibition, usual class: inhibitors; note: potency is the fitted concentration of half-maximal effect; % is set by controls: 0 for no effect and ±100 for the full control effect; nearly all actives have a fitted effect of over 60% in size
Target sequence (Q9UIF8 whole entry, looked up): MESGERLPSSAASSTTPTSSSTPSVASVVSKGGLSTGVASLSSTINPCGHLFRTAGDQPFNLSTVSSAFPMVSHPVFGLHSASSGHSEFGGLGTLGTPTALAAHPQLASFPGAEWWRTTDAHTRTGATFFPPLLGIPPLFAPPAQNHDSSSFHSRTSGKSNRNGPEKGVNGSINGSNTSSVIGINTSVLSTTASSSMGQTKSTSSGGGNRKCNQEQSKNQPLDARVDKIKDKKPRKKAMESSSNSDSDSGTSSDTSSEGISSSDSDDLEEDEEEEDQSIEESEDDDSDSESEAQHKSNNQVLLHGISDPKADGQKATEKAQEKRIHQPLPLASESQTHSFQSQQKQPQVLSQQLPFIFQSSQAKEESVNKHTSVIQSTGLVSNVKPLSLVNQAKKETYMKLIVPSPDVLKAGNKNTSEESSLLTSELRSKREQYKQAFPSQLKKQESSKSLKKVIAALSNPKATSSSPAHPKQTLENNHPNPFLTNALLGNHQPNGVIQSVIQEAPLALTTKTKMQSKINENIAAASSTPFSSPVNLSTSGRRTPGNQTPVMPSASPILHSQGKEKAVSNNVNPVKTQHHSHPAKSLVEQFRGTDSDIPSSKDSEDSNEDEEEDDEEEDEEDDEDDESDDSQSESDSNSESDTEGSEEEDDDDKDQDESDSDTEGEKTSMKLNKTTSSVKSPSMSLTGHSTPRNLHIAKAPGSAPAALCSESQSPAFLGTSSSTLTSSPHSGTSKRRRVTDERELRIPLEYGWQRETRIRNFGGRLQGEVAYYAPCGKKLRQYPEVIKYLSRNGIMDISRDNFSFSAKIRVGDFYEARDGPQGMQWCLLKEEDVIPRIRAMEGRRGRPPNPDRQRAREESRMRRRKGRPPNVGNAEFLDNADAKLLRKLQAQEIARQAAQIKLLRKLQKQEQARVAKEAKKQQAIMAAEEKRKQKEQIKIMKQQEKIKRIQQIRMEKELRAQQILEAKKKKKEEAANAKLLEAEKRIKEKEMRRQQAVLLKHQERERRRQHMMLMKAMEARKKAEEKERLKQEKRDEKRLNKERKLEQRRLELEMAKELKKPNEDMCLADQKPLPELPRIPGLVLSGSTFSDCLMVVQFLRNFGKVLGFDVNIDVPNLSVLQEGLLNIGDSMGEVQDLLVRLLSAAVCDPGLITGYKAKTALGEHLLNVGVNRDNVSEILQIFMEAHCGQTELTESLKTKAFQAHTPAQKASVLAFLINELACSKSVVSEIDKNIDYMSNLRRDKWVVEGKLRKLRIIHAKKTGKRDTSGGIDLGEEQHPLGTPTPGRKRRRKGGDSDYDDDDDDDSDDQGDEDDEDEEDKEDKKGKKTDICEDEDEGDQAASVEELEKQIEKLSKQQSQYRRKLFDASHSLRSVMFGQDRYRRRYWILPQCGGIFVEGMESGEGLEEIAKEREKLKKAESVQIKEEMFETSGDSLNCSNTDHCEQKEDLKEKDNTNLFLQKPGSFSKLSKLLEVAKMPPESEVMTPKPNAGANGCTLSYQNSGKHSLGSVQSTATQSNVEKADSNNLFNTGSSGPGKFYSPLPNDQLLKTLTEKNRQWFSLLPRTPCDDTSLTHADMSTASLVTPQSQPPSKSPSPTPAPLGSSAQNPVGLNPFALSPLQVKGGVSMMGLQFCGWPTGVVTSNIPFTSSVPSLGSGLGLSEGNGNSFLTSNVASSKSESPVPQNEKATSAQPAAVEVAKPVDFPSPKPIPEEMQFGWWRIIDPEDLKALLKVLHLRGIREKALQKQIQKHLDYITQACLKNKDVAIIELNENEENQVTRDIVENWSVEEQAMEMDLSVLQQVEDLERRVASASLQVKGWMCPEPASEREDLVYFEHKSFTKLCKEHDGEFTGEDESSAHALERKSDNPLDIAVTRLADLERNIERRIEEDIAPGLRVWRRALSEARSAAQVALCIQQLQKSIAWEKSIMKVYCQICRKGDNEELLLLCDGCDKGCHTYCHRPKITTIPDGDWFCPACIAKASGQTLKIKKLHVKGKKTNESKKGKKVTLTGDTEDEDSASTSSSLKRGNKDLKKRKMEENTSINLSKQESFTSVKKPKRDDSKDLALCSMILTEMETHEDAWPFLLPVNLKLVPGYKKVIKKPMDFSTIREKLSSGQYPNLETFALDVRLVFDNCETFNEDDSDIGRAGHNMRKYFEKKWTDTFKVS
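AlphaScreen luminescence quantifies BAZ2B engagement of H3K14Ac peptide; the protein and biotinylated peptide are both at 50 nM final, buffer PBS pH 7.4 with 0.01% Tween-20, all steps at room temperature.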
HP1b binding inh = inhibitors of HP1-beta chromodomain binding to methylated histone tails. AlphaScreen HP1-beta / biotin-H3K9me3 peptide binding. Potency, µM (doses to about 114 µM), inactives show at the highest dose activity change, negative = inhibition, hits mostly inhibitors. actives 0.56% (n = 390,000). AID 540317; note: potency is the fitted concentration of half-maximal effect; nearly all actives have a fitted effect of over 70% in size; inactives centre near 23
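HP1-beta protein (50 nM final) preincubated 30 min at room temperature with biotinylated H3(1-18)K9me3 peptide (50 nM) in PBS pH 7.4, 0.01% Tween-20, then compound added for 30 min. AlphaScreen streptavidin donor/nickel chelate acceptor beads (10 ug/mL final), 30 min dark, luminescence read.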
ERG Ets-DNA blk = inhibitors of human ERG Ets domain-DNA interaction; Potency, µM (titrated, usually from 76.9 µM), for the others: at the highest dose FP activity, negative = inhibition, hits mostly inhibitors; P11308; fluorescence polarization, His-ERG Ets domain / labelled DNA; actives 0.028% (n = 370,000); active = well fitted inhibition curve with a large enough effect in the polarisation, with a control signal flat; inconclusive = small, poorly fitted or top-dose-only effect, or effect the other way, or a change in a side signal; inactive = no such curve, though single readings can be large or run the other way; the % refers to the polarisation;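 note: polarization taken with two DNA probes labelled with fluorescein and Texas red; potency is the fitted concentration of half-maximal effect; % of control where 0% means no effect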
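His-tagged ERG Ets domain (1 uM in the protein solution; 300mM KCl, 50mM Tris-HCl, 1mM EDTA, 1mM DTT, pH 7.5) received compound, then a probe mix of 5 nM fluorescein-DNA and 100nM Texas-615-DNA. Fluorescence polarization was read for both dyes.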
RGS4 inh = inhibitors of human regulator of G protein signaling 4; P49798; Transcreener GDP fluorescence polarization, RGS4-accelerated GTP hydrolysis; Potency, µM (top dose mostly 114 µM), for inactives: at the highest dose activity change, negative = inhibition, hits mostly inhibitors; actives 0.039% (n = 390,000); AID 504845; note: potency is the fitted concentration of half-maximal effect; % is set by controls: 0 for no effect and ±100 for the full control effect; nearly all actives have a fitted effect of over 75% in size; some results filed as inactive show a strong effect at the top dose
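MLSMR compounds (23 nl, pin-transferred) preincubated 10 min at room temperature with a 500nM (2x) first reagent, then RGS4 at 900nM (2x) plus Transcreener GDP mix added; fluorescence polarization (620/688 nm) read before and after 90 min at 30 °C.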
Starred values were filed as active, the others as inactive; ? = inconclusive; . = not tested or not shown; [ ] = another dose, or the depositor's remark. Unless noted, calls come from the whole dose curve; as a rule, active = well fitted curve in the direction sought with a large enough effect; inconclusive = small, poorly fitted or top-dose-only effect, or another doubt; inactive = no such curve, though single readings can be large; an effect the other way counts as inactive or inconclusive. The list is partial; count on the stated rates, not on these rows.

The line under a structure holds: PI4K2A inh, JMJD2A Tudor, HP1b binding inh, GLS inhibitor, BAZ2B block, G9a inh, RGS4 inh, ALOX12 inh, ERG Ets-DNA blk
COc1cc(C(=O)NCc2ccc3c(c2)cc(C)n3C)cc(OC)c1OC
→ -4.8, ?, -6.8%, -1.5%, ., ?, 8.9%, -22.0%, ?
CC(=O)N(C)c1ccc(NS(=O)(=O)Cc2ccccc2)cc1
→ 1.9, -0.8%, 11.0%, -5.8%, 5.8%, 56.2µM*, -10.9%, -3.4%, -1.2%
CS(=O)(=O)c1cccc(C(=O)OCC(=O)c2ccc3c(c2)OCCO3)c1
→ -3.4, -2.8%, 23.5%, 3.2%, 4.6%, -41.1%, 1.1%, -3.7%, 1.1%
Cn1c(=O)c2c(nc(SCc3ccc(C(=O)O)cc3)n2C)n(C)c1=O
→ -8.1, -2.0%, 35.8%[activator], -2.4%, -1.0%, -2.8%, -0.6%, 104.6%[activator], -16.3%
CCOc1ccc(NC(=S)N2CCN(S(=O)(=O)c3ccc(C)cc3)CC2)cc1
→ -0.3, ?, 4.6%, -6.3%, ?, ., -3.7%, ?, 1.3%
COc1ccc(/C(N)=N/OC(=O)Cc2ccccc2OC)cc1
→ 7.2, 72.1%[activator], 70.7%[activator], -0.6%, 109.9%[activator], 6.2%[2.33 µM], -9.6%, -14.9%, -3.6%
O=c1cc(-c2ccccc2Cl)oc2c(NS(=O)(=O)c3cccs3)ccc(O)c12
→ -1.4, -33.8%, 14.1%, 34.4%[activator], -28.8%, 7.3%[12.7 µM], -2.8%, 4.5%, -10.6%
CC1CCCC(NC(=O)CSc2n[nH]c(=O)n2Cc2ccccc2)C1C (stereo not drawn)
→ -3.2, -13.1%, 6.0%, -20.5%, ., ., 18.6%, -5.6%, -4.7%
Cc1nc2cccnc2n1-c1cccc(C(=O)NCCc2ccc(S(N)(=O)=O)cc2)c1
→ 0.6, 11.4%, 32.8%, -5.1%, -9.4%, ?, -14.3%, -11.2%, -1.4%
CC(C)(C)c1ccc(OC(=O)CN2C(=O)C3C4CCC(C4)C3C2=O)cc1 (stereo not drawn)
→ -1.1, -6.4%, 18.6%, 2.8%, 29.5%, 80.2%[activator][59 µM], 24.6%, -21.2%, 0.5%
CCC(C)N1CCNCC1 (stereo not drawn)
→ -5.7, -4.2%, 34.8%, -5.9%, -21.6%, ?, 6.3%, -1.6%, 2.9%
COc1cc(Cl)c(C)cc1NC(=O)c1cnc(N2CCCCC2)c2ccccc12
→ -1.5, 33.9%, 54.2%[activator][57 µM], -5.9%, 19.5%, 72.6%[activator][59 µM], -4.5%, ?, 2.1%
O=C(N/N=C/c1ccc(OC(=O)c2cccs2)cc1)c1ccccn1
→ 0.0, 0.7%, 14.7%, -6.4%, -8.8%, 16.5%, -26.8%, 20.2%, -9.6%
CCc1cc(-c2n[nH]c(C)c2-c2ccccc2Cl)c(O)cc1OC
→ -5.8, ?, 7.3%, 4.3%, ?, 39.8µM*, 18.6%, 39.8µM*, 9.3%
CCOc1cc(-c2cc(-c3ccc(C)o3)nc(N)c2C#N)ccc1O
→ -4.8, -11.7%, 22.8%, -1.3%, 3.7%, 39.8µM*, -19.4%, ?, -0.9%
Cn1c(=O)n(C)c2cc(/C=C3/NC(=O)N(Cc4ccccc4)C3=O)ccc21
→ 2.3, -17.5%, 0.7%, -13.1%, 0.5%, 9.7%, -9.2%, -7.8%, -1.4%
Cc1c(NC(=O)/C(C#N)=C/c2ccc(-c3ccc(Cl)cc3)o2)c(=O)n(-c2ccccc2)n1C
→ -3.2, ?, -15.7%, 4.1%, 50.1µM*, 20µM*, -1.7%, ?, -6.4%
CCOc1ccc(-c2nc(CCl)cs2)cc1OC
→ 3.3, 7.0%[57.1 µM], 70.3%[activator], -2.7%, ?, 44.7µM*, -23.8%, -14.0%, 28.2%
O=c1cc(CN2CCN(c3ccccc3)CC2)nc2scc(-c3ccccc3)n12
→ -6.3, -32.6%, 4.0%, 3.6%, ?, -43.6%, -28.5%, -0.8%, 1.2%
Cc1ccc(N=C(NO)c2cnccc2C(F)(F)F)c(C)c1
→ -1.6, 12.3%, 27.4%, -14.2%, -14.2%, 14.7%, -0.7%, 2.3%, 7.0%
Cc1cccc(N2CCN(Cc3nnc(-c4ccc5c(c4)OCO5)o3)CC2)c1C
→ 2.3, -6.5%, 14.0%, 0.5%, -2.3%, -1.5%[59 µM], 4.0%, -4.4%, -2.3%
O=C(CSc1nnc(-c2ccco2)o1)NCCc1ccccc1
→ 1.8, 1.3%, 17.8%, -3.6%, 10.8%, 13.2%[12.7 µM], -40.3%, -8.1%, 7.0%
S=c1[nH]c2cc3ccccc3cc2[nH]1
→ 3.0, -23.3%, 1.2%, -6.3%, -17.8%, 2.24µM*, -45.8%[56.9 µM], ?, -6.6%
Cc1ccc2[nH]c(=O)c(-c3nc4ccccn4c3NCc3ccco3)cc2c1
→ 1.5, -31.9%, 1.8%, 14.8%, -8.3%, ?, -6.9%, 0.0%, -9.4%
C/C(=N\NC(=O)C1CC1)c1ccc(Cl)c(Cl)c1
→ 3.5, -8.4%, 25.4%, 0.5%, 4.8%, 6.4%, 5.2%, -4.8%, 6.9%
CCOc1ccccc1NC(=O)c1cc2c(=O)oc3ccccc3c2s1
→ -2.2, -26.2%, 50.1%[activator], -6.7%, 14.8%[57.1 µM], 3.4%[59 µM], -33.8%, ?, 4.4%
Brc1cccc(-c2nc(-c3ccncc3)no2)c1
→ -2.9, 16.6%, 38.3%, -7.2%, -4.6%, -0.6%[59 µM], -11.3%, 0.0%, -10.8%
O=C(c1ccc(C(F)(F)F)cc1)C1CCCN(C(=O)c2csnn2)C1 (stereo not drawn)
→ -0.3, 1.7%, 64.1%[activator], 0.2%, 1.0%, 5.8%, -37.7%, -8.2%, -1.3%
COc1ccc(CC(NC(C)=O)C(=O)NC2CCN(C(=O)c3cc(OC)c(OC)c(OC)c3)CC2)cc1 (stereo not drawn)
→ 2.0, -20.8%, 12.9%, -3.7%, -12.3%, ., -2.4%, 0.6%, 2.3%
COc1ccccc1NS(=O)(=O)c1ccc2oc(=S)[nH]c2c1
→ -1.4, -12.7%, -5.2%, ?, -20.9%, ., -33.2%, ?, 3.6%
Cn1ncc(Br)c1NC(=O)c1ccco1
→ 3.7, -7.5%, 10.7%, 4.9%, -2.1%, 37.8%[0.501 µM], -2.5%, ., -0.2%
N#Cc1nc(-c2ccccc2)oc1NCCN1CCCCC1
→ -3.8, -30.9%, -2.1%, 26.5%, 4.5%, 0.3%[12.7 µM], -5.1%, 2.5%, -1.0%
CCOC(=O)c1cc(-c2ccccc2)n(CC(=O)NC(C)(C)C)c1C
→ -2.0, -27.6%, 3.2%, 2.0%, -17.4%, -1.2%, -3.2%, -8.4%, 0.2%
CC(C)CCNC(=O)CN(C(=O)Cn1nnc(-c2ccc(F)cc2)n1)C1CCCC1
→ 4.3, -11.5%, 11.2%, -0.5%, 13.2%, 1.1%[59 µM], -5.2%, 15.4%, 0.3%
CC1=CC(=C(C#N)C#N)C=C(C)N1Cc1ccccc1
→ 0.6, -3.3%, 44.6%[activator], -2.4%, 7.4%, -0.8%, -14.3%, -5.5%, 7.2%[15.4 µM]
CC(=O)Nc1c(C)ccc(S(N)(=O)=O)c1C
→ 3.0, -9.8%, 21.9%, -10.4%, -1.8%, -2.5%, 3.0%, 0.6%, 10.2%
Cn1ncc(Cl)c1C(=O)N1CCN(S(=O)(=O)c2cccs2)CC1
→ 3.6, -15.4%, 15.1%, -0.5%, -9.3%, 11.6%, -4.6%, 17.2%, 7.8%
Cc1ccc(S(=O)(=O)N2CCCCC2)cc1C(=O)NCc1ccc(S(N)(=O)=O)cc1
→ 2.8, -4.9%, 25.5%, 7.3%, ., ., 9.6%, -0.4%, -4.4%
COc1cc(OC)cc(-c2cc(N)n(S(=O)(=O)c3cccc4nsnc34)n2)c1
→ 1.7, ?, -15.2%, -0.5%, ?, ?, ?, 4.4%, 12.6%
O=C(Nc1ccccc1Cl)N1CCN(c2ccc3nnc(-c4ccc(F)cc4)n3n2)CC1
→ 1.6, 0.7%, 34.6%, 8.7%, 1.2%, 0.9%[59 µM], 1.3%, 16.7%, -2.1%
CC[C@H](C)C(=O)N[C@H]1CCCN1C(=O)/C=C/c1ccccc1
→ 1.1, -7.7%, 36.5%[activator], -0.7%, ?, 11.1%[2.33 µM], -4.4%, 9.9%, 2.9%
Nc1nc(SCC(=O)Nc2cc(S(=O)(=O)N3CCOCC3)ccc2Cl)n[nH]1
→ 2.7, -21.8%, 15.2%, -24.2%, ., 3.1%, 18.6%, 0.0%, 15.1%
O=c1[nH]c2ccccc2cc1-c1nnn(-c2ccccc2)n1
→ -2.3, -15.9%, 46.7%[activator], 11.6%, ., ., -33.4%, ?, -6.9%
S=c1nc(SCc2ccccc2)[nH]c2ccccc12
→ -1.2, -10.3%, 34.0%, 8.5%, -10.7%, 89.0%[activator][59 µM], -3.2%, 4.9%, 1.9%
